Source: PubChem BioAssay (National Center for Advancing Translational Sciences (NCATS))
N370S GC mod – N370S glucocerebrosidase modulation, Gaucher chaperone candidate; N370S GC spleen homogenate, 4MU-glucoside fluorescence; Potency, µM (highest dose often 59.4 µM), for the others: at the highest dose activity change, negative = inhibition, actives largely listed as inhibitors; hit rate 0.092% among 330,000;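 also: 0% = full enzyme activity and -100% = no enzyme basal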
FEN1 inh – human FEN1 inhibition | P39748 | hit rate 0.35% among 390,000 | Potency, µM (highest dose often 114 µM), for the others: at the top dose activity change, negative = inhibition, hits mostly inhibitors | Recombinant FEN1 flap cleavage, fluorescence, 15 min; also: nearly all actives have a fitted effect of over 65% in size
Target sequence (P39748 whole entry, looked up): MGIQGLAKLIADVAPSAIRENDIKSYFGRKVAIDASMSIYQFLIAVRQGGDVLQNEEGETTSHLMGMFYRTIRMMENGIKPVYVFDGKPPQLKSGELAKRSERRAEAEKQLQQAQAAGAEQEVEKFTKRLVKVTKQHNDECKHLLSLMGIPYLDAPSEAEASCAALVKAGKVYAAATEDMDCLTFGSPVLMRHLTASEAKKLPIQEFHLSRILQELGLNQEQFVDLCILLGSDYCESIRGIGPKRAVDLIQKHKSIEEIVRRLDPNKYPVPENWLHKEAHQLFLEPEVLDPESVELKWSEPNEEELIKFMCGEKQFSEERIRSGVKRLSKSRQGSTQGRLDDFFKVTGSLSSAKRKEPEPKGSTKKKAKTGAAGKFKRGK
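In this screen, 50 nM flap DNA substrate was added to 10 nM FEN1 pretreated with compound for 15 min at room temperature; cleavage was followed with reads at 0 and 15 min, and Hill fitting gave concentration–response parameters.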
TDP1 cell CPT – growth inhibition of DT40 Tdp1-/-;hTDP1 cells with camptothecin (screen for TDP1 inhibitors) | hit rate 12% among 420,000 | Potency, µM (series often up to 46.2 µM), without a hit: top-dose activity change, negative = growth inhibition, most hits filed as inhibitors | AID 686979 | chicken DT40 Tdp1-/-;hTDP1 cells + 20 nM CPT, ATP luminescence, 48 h; also: nearly all actives have a fitted effect of over 55% in size
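Chicken DT40 Tdp1-/- cells stably complemented with human TDP1 were seeded at 400 cells/well in medium containing 20 nM camptothecin, exposed to pin-transferred compounds, and grown at 37 °C for at least 48 hr. Viability was read as ATP luminescence.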
An asterisk follows results filed as active; ? = inconclusive; nt = not tested or not shown; & = joins results of further samples. Calls follow the shape of the dose curve; as a rule, active = well fitted curve in the direction sought with a large enough effect; inconclusive = small, poorly fitted or top-dose-only effect, or another doubt; inactive = no such curve, though single readings can be large; an effect the other way counts as inactive or inconclusive. Unless noted, % is scaled to controls: 0 for no effect and ±100 for the full control effect; potency is read from the fitted curve at half-maximal effect. The list is partial; the hit share may differ from the screen's.

1. CCOC(=O)c1ccc(N2C(=O)C3C(/C=C/c4ccccc4)OC4(C(=O)c5ccccc5C4=O)C3C2=O)cc1 (configuration not stated)
2. CCOc1cccc(/C=N/NC(=O)c2cc(C3CC3)[nH]n2)c1O
3. COc1ccc(CNC(=O)CN(C(=O)CCC(=O)Nc2ccccn2)c2cccc(C)c2)cc1
4. O=S(=O)(NC1=NCCCCC1)c1ccc2ccccc2c1
5. CC1S/C(=N/N=C/c2ccco2)NC1=O (configuration not stated)
6. CCn1c(-c2cc(OC)c(OC)c(OC)c2)n[nH]c1=S
7. O=C(O)CSc1nnc(COc2cccc3cccnc23)n1-c1cccc(C(F)(F)F)c1
8. COc1ccc(C(=O)Oc2c(Sc3ccc(C)cc3)c(C)nn2C(C)(C)C)cc1OC
9. Cc1ccc(NS(=O)(=O)c2c(C)[nH]c(C)c2C(=O)N2CCCCC2)c(Cl)c1
10. CCCCNc1nnc(SCC(=O)c2c(N)n(C3CC3)c(=O)[nH]c2=O)s1

assay / entry | 1 | 2 | 3 | 4 | 5 | 6 | 7 | 8 | 9 | 10
N370S GC mod | -0.7% | -13.9% | -0.2% | 2.7% | -0.1% | -3.5% | -1.9% | nt | -0.2% | nt
FEN1 inh | -19.9% | -17.5% | -7.5% | 3.2% | 4.7% | 1.2% | 22.5% | ? | -17.3% | -3.4%
TDP1 cell CPT | -22.6% | ? | ? | 1.7% | 8.3% | 1.4% | 0.6% | ? | ? | -9.8%

11. O=C(COC(=O)c1ccc[nH]c1=O)NCCC1=CCCCC1
12. COC(=O)c1c(NC(=O)COC(=O)CNC(=O)c2ccco2)sc(C)c1C
13. N/C(=N\O)c1cn(Cc2ccccc2Cl)c2ccccc12
14. Cc1ccc(C)c(NC(=O)CN(C)C(C)C(=O)N2CCCC2)c1 (configuration not stated)
15. O=C(NCc1ccco1)c1ccc(C(=O)NCc2ccco2)cc1
16. CC(=O)NCCC(=O)N(C)CC1CCN(CCc2cccc(C(F)(F)F)c2)CC1
17. O=c1c(N2CCOCC2)nsnc1N1CCOCC1
18. CCC[C@H]1COCCS(=O)(=O)N1Cc1ccccc1
19. COc1ccc(C(=O)NNC(=S)NC(=O)c2ccc(F)cc2)cc1Br
20. NC(=O)C1CCN(C(=O)c2ccc3c(c2)S(=O)(=O)c2ccccc2C3=O)CC1

assay / entry | 11 | 12 | 13 | 14 | 15 | 16 | 17 | 18 | 19 | 20
N370S GC mod | nt | 24.3% | ? | nt | nt | -10.4% | 0.3% | -2.2% | nt | -0.4%
FEN1 inh | 5.4% | -7.9% | 0.0% | 13.0% | -20.2% | -1.5% | -1.0% | 14.4%&17.5% | -4.2% | -1.6%
TDP1 cell CPT | 1.8% | 8.8% | ? | -2.7% | -11.3% | ? | -11.5% | ? | ? | -8.3%

Full records, looked up by structure. Order of values: N370S GC mod | FEN1 inh | TDP1 cell CPT
`O=C(NCc1ccco1)c1ccc(C(=O)NCc2ccco2)cc1` across the screens: nt | -20.2% | -11.3%
`COc1ccc(C(=O)NNC(=S)NC(=O)c2ccc(F)cc2)cc1Br` across the screens: nt | -4.2% | ?
`N/C(=N\O)c1cn(Cc2ccccc2Cl)c2ccccc12` across the screens: ? | 0.0% | ?
`NC(=O)C1CCN(C(=O)c2ccc3c(c2)S(=O)(=O)c2ccccc2C3=O)CC1` across the screens: -0.4% | -1.6% | -8.3%

Continuation:
21. CCc1ccc(NC(=O)c2ccccc2SC)cc1
22. COc1cccc(CN(C(=O)c2ccco2)C(C(=O)NC2CCCC2)c2cccnc2)c1 (configuration not stated)
23. Cc1ccc(S(=O)(=O)N2CCC(=O)N(CCOCc3cccc(F)c3)CC2)cc1
24. O=C(CCSCCC(=O)NCc1ccccc1)NCc1ccccc1
25. COC(=O)C1=NNC2C(=O)N(c3ccc(C)cc3)C(=O)C12 (configuration not stated)
26. O=C(OCc1c(-c2ccccc2)ncc2ccccc12)c1cccc(Br)c1
27. Cc1noc(C)c1S(=O)(=O)N1CCC(C(=O)NCCN2CCC(C)CC2)CC1
28. CCOc1ncccc1C(=O)N(C)CC(=O)Nc1ccc(F)cc1
29. COCc1cc(C)c2c(N)c(C#N)sc2n1
30. CC1CC(C(O)c2ccccn2)C(=O)C(C(O)c2ccccn2)C1 (configuration not stated)

assay / entry | 21 | 22 | 23 | 24 | 25 | 26 | 27 | 28 | 29 | 30
N370S GC mod | -18.3% | 0.4% | 6.0% | -6.4% | 5.8% | nt | -1.5% | -8.6% | -3.4% | nt
FEN1 inh | 0.2% | -12.3% | 15.2% | 1.7% | 0.9% | 6.9% | -0.6% | 9.5% | 5.8% | 16.2%
TDP1 cell CPT | -15.7% | -0.6% | -23.7% | -3.7% | 13.9% | -15.3% | -10.9% | 5.0% | 12.5% | -28.8%

31. CSc1ccccc1NC(=O)c1cc(-c2cccs2)on1
32. Cc1cc(C)c(N=C2C(=O)Nc3ccccc32)c(C)c1
33. OCC(O)/C=N/Nc1nc2ccccc2s1 (configuration not stated)
34. CCC(C)[C@H](N)c1nnc(SCC(=O)c2ccc(Cl)cc2)o1 (some centres not stated)
35. CC[C@]12c3[nH]c4ccc(Cl)cc4c3CCN1C(=O)[C@@H](CC(=O)NC/C=C(\C)CCC=C(C)C)C[C@@H]2C(=O)N1CCN(C(=O)C2CC2)CC1
36. COc1ccc(N2C(=O)CSC23C(=O)Nc2ccccc23)cc1OC (configuration not stated)
37. CC(Sc1nnc(C(F)(F)F)n1C)C(=O)Nc1ccc(S(N)(=O)=O)cc1 (configuration not stated)
38. Cc1ccc(NC(=O)N2CCc3ccccc32)cc1C
39. O=C(O)COc1ccc(/C=N/n2cnc3scc(-c4cccs4)c3c2=O)cc1
40. CC(C)c1cc(=O)n2c(nc3ccccc32)[nH]1

assay / entry | 31 | 32 | 33 | 34 | 35 | 36 | 37 | 38 | 39 | 40
N370S GC mod | 15.9% | -5.2% | -14.1% | -6.2% | nt | 4.0% | 13.1% | 5.9% | -6.8% | ?
FEN1 inh | -2.8% | 1.5% | 1.3% | 0.6% | -22.2% | -11.4% | 2.2% | 1.2% | -7.9% | -2.4%
TDP1 cell CPT | -4.1% | -13.8% | 11.7% | 3.98µM* | ? | -5.5% | -18.8% | 7.1% | -2.3% | ?

41. Cc1ccc(C(=O)Nc2ccn(C)n2)cc1
42. NC(=O)C1c2ccccc2CSc2ccccc21 (configuration not stated)
43. CN=c1scc(-c2ccc(Br)cc2)n1C
44. Cc1ccc(C)c(N(C(=O)c2csnn2)C(C(=O)NC2CCCC2)c2cccnc2)c1 (configuration not stated)
45. COc1ccc(N(C(=O)c2ccco2)C(C(=O)NC2CCCC2)c2ccc(N(C)C)cc2)cc1OC (configuration not stated)
46. CCCCC(C(=O)NC1CCCC1)N(Cc1ccccc1)C(=O)c1snc(C(N)=O)c1N (configuration not stated)
47. COc1ccc(C(=O)NCCn2cc(SCC(=O)Nc3ccc(C)cc3)c3ccccc32)cc1
48. COC(=O)c1c(-c2ccc(OC)cc2)sc2ccc(OC)cc12
49. O=C(CN1C(=O)C2(SCC(=O)N2c2ccc(F)c(F)c2)c2ccccc21)NCCc1ccccc1 (configuration not stated)
50. COc1ccc(N2CCN(Cc3cc(=O)oc4cc(C)c(Cl)c(C)c34)CC2)cc1

assay / entry | 41 | 42 | 43 | 44 | 45 | 46 | 47 | 48 | 49 | 50
N370S GC mod | nt | 1.3% | -12.2% | -9.6% | -5.1% | 21.8% | nt | nt | nt | 16.8%
FEN1 inh | 3.2% | 2.1% | -0.5% | 2.0% | -10.5% | -19.3% | 7.5% | -11.8% | 5.1% | 35.6%
TDP1 cell CPT | 6.6% | 10.4% | -11.3% | -2.0% | -0.1% | ? | ? | ? | ? | 14.6µM*

51. Cc1ccc(OCC(O)CN2C(=O)NC(C)(C)C2=O)c(C)c1 (configuration not stated)
52. Cc1ccc(NC(=O)CCc2nnc3ccc(NCc4ccco4)nn23)cc1
53. COc1cccc(NC(=S)N(CCc2ccc(OC)c(OC)c2)Cc2ccccn2)c1
54. O=C(NCc1n[nH]c(=S)n1-c1ccc([N+](=O)[O-])cc1)c1ccc(S(=O)(=O)N2CCOCC2)cc1
55. O=[N+]([O-])c1cc(/C=N/O)ccc1N1CCCC1
56. FC(F)(F)c1ccc(Oc2ccc3cc(Br)ccc3c2)nc1
57. COc1ccc(C(=O)NC2CCN(C(=O)NC3CCCCC3)CC2)cc1
58. O=C(NNC(=O)c1cc2ccccc2o1)c1ccc(Cl)cc1
59. CSc1cccc(NC(=S)N(CCN(C)C)C(C)c2ccccn2)c1 (configuration not stated)
60. O=C(Nc1ccccc1Br)C1CCCN(S(=O)(=O)c2cccc3nsnc23)C1 (configuration not stated)

assay / entry | 51 | 52 | 53 | 54 | 55 | 56 | 57 | 58 | 59 | 60
N370S GC mod | -1.0% | 1.8% | 1.0% | -4.6% | 3.0% | 4.5% | -0.5% | -5.9% | -9.1% | nt
FEN1 inh | 9.6% | -6.3% | 0.1% | 15.4% | -5.1% | -13.6% | -0.4% | 5.3% | -19.5% | -17.1%
TDP1 cell CPT | -12.9% | ? | -23.0% | -7.4% | 3.2% | -5.9% | -10.6% | 1.8% | -29.2% | ?

61. COc1ccc(S(=O)(=O)c2c(SC)nn(Cc3ccccc3C)c2NC(C)=O)cc1
62. O=c1nc(-c2ccccc2)n(-c2ccccc2)[nH]1
63. COCCNC(=O)CSc1nnc(-c2ccc(C)cc2)c(-c2ccc(C)cc2)n1
64. CCN(CC(=O)Nc1ccc(NC(C)=O)cc1)C(=O)C1COc2ccccc2O1 (configuration not stated)
65. COc1ccccc1/C=C/C(=O)NC(=S)N1CCOCC1
66. CC(C)OC(=O)CC1C(=O)NCCN1C(=S)NC(=O)c1ccc(F)cc1 (configuration not stated)
67. Cc1cc2c(c(=O)o1)C1(C(=O)N(C)c3ccccc31)C(C#N)=C(N)O2 (configuration not stated)
68. CNC(=O)Nc1cccc(-c2cc(-c3c(Cl)cccc3Cl)no2)c1
69. COc1ccccc1N1CCN(c2ccc(=O)n(CC(=O)Nc3cc(F)ccc3C)n2)CC1
70. Cc1ccc(C(=O)OCC(=O)Nc2ccc(Cl)cn2)cc1S(=O)(=O)N1CCOCC1

assay / entry | 61 | 62 | 63 | 64 | 65 | 66 | 67 | 68 | 69 | 70
N370S GC mod | nt | -6.0% | -7.0% | 0.5% | -9.9% | 5.4% | -26.1% | 26.0% | nt | -4.0%
FEN1 inh | 5.8% | 0.7% | 3.7% | -3.4% | -1.2% | 2.1% | 1.8% | -20.9% | 3.2% | 8.4%
TDP1 cell CPT | ? | -18.9% | 25.9µM* | 5.1% | -1.2% | -4.4% | -0.5% | -22.8% | 14.6µM* | -6.2%

71. CSCC[C@H](NC(=O)[C@@H]1CSC2c3ccccc3C(=O)N21)C(=O)NC1CCCC1 (some centres not stated)
72. Cc1ccccc1-c1nc(CS(=O)(=O)CC(=O)NCCN2CCOCC2)c(C)o1
73. CN(C(=O)c1cc(Cl)c2c(c1)OCCO2)c1c(N)n(Cc2ccccc2)c(=O)[nH]c1=O
74. CC(C)C[C@]1(c2ccccc2)ON(c2ccccc2C(F)(F)F)C1=O
75. COCCNCc1ccc(Cl)cc1Cl
76. OCCNCCSc1nc(C2CCCCC2)n(-c2ccccc2Cl)n1
77. O=C(NC1CCCC1)C1CCN(C(=O)NCc2ccccc2)CC1
78. Cc1cc(C)n(CC(=O)NNC(=O)CCCOc2ccc(Cl)cc2C)n1
79. CCn1ccnc1CN(C)Cc1c(C(=O)N2C[C@@H](C)O[C@@H](C)C2)nc2ccc(Cl)cn12

assay / entry | 71 | 72 | 73 | 74 | 75 | 76 | 77 | 78 | 79
N370S GC mod | -13.8% | -19.0% | -10.3% | nt | -4.9% | -3.3% | -7.1% | -9.0% | -0.3%
FEN1 inh | 1.7% | 21.3% | 2.3% | -4.0% | 16.4% | -10.9% | -6.4% | 6.9% | 1.7%
TDP1 cell CPT | -1.7% | -2.4% | ? | ? | -2.1% | -28.1% | 2.0% | -19.0% | -7.1%

2 of the compounds above, with each value named:
#74 CC(C)C[C@]1(c2ccccc2)ON(c2ccccc2C(F)(F)F)C1=O
  N370S GC mod = nt	FEN1 inh = -4.0%	TDP1 cell CPT = ?
#78 Cc1cc(C)n(CC(=O)NNC(=O)CCCOc2ccc(Cl)cc2C)n1
  N370S GC mod = -9.0%	FEN1 inh = 6.9%	TDP1 cell CPT = -19.0%
